Screens from PubChem.
M1 PAM – positive allosteric modulators of human M1 muscarinic receptor | P11229 | CHO-K1 hM1, Fluo-8 calcium fluorescence, ACh EC20; 0% = ACh EC20, 100% = maximal ACh | activation, % at 3 µM | 0.088% of 360,000 active | AID 588819; in the data active = activation above about 19%, passing the limit was not always enough
Target sequence (P11229 whole entry, looked up): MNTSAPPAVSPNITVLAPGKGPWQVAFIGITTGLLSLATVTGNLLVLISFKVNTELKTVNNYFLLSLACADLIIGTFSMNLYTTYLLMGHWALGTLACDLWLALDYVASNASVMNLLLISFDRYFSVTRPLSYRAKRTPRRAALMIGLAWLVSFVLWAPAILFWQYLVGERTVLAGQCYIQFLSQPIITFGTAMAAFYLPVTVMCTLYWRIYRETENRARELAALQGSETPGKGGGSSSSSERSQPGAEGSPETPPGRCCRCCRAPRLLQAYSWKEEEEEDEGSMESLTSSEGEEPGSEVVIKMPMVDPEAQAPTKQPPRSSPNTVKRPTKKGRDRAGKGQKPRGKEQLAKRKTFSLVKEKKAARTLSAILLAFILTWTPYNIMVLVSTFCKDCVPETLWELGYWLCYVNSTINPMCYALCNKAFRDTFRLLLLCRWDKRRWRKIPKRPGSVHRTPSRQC
OXTR ag – activates the human oxytocin receptor | 0.32% of 320,000 active | CHO-OTR cells, Fluo-8 calcium fluorescence; normalized: DMSO 0%, oxytocin 100% | activation, % at 3 µM | P30559;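 active = activation above the mean of all tested compounds plus 3 SD, cutoff set per screening run, cut at about 20% in these data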;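 note: peak over basal fluorescence ratio from a 100 s FLIPR kinetic read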
Target sequence (P30559 whole entry, looked up): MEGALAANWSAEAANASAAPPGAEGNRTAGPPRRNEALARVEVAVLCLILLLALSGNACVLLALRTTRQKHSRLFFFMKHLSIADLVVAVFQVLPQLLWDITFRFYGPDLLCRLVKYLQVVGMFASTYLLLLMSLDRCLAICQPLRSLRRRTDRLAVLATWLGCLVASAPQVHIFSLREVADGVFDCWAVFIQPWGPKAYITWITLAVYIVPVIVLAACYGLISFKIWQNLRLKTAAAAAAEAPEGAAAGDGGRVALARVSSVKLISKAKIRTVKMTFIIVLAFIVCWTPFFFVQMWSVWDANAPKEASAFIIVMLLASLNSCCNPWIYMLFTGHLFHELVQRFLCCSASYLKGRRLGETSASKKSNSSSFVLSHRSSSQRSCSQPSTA
CHRM1 agonist – agonists of human M1 muscarinic receptor. 0.33% of 360,000 active. activation, % at 3 µM. CHO-K1 hM1, Fluo-8 calcium fluorescence, agonist mode; 0% DMSO, 100% acetylcholine EC100. P11229;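 active = activation above the run's mean compound activation plus 3 SD, cut at about 16% in these data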;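 note: peak over basal fluorescence ratio within a 140 s kinetic read after compound addition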
TAAR1 antag – human TAAR1 antagonism. AID 624466. CHO RD-HGA16 TAAR1, Fluo-8 calcium fluorescence, antagonist. 1.5% of 360,000 active. inhibition, % at 3 µM;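 active = inhibition above a per-plate cutoff, the mean inhibition of test compounds on that plate plus 3 SD, cut at about 49% in these data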;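 note: 0% = DMSO plus EC80 beta-PEA response and 100% = DMSO alone without agonist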
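System: RD-HGA16 CHO cells with stable hTAAR1 and Gα16 | Probe or stimulus: EC80 β-phenethylamine stimulus | Dosing: 3 µM, single point | Times: Dye loading 75 min at 37 °C, then 30 min room temperature | Measured by: Fluo-8 calcium-sensitive fluorescence | Read-out basis: % inhibition of agonist calcium response | Replicates: n of 1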
OXTR potentiator – human OXTR potentiation | 0.061% of 320,000 active | AID 2445 | P30559 | activation, % at 3 µM | CHO-OTR cells, Fluo-8 calcium fluorescence, potentiator mode; 0% = oxytocin EC15, 100% = EC100;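 active = activation above that plate's cutoff, the mean activation of tested compounds plus 3 SD, cut at about 6.6% in these data, passing the limit was not always enough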;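 note: 100% uses oxytocin at 75 nM as the full agonist control; some results filed as inactive read as strong as hits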
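Assay system: CHO-OTR cells, human receptor / Also added: oxytocin at about EC15, sub-maximal agonist stimulus / Dosing: single dose, 3.0 µM nominal final compound concentration / Incubation: 6 min pre-incubation, 100 s read / Technique: Fluo-8 calcium dye fluorescence / Read-out: % activation vs EC15 and EC100 oxytocin / Benchmarks: EC15 oxytocin low, 75 nM oxytocin high / Replicates: singlicate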
CHO parental Ca – signal in parental CHO cells, OX1R antagonist counter-screen | inhibition, % at 5.6 µM | parental CHO-K1, ATP-induced calcium, Fluo-8 fluorescence | 0.63% of 330,000 active | AID 463079;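 active = inhibition above that plate's mean sample inhibition plus 3 SD, cut at about 26% in these data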;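 note: 0% = ATP-challenged DMSO wells and 100% = DMSO wells without ATP; some compounds past the cut are filed as inactive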
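Assay system: untransfected parental CHO cell line. Also added: ATP agonist challenge. Dosing: one dose, 5.6 µM nominal. Measured by: Fluo-8 fluorescence. Read-out: % inhibition. Benchmarks: ATP wells versus no-ATP DMSO wells. Repeats: no replicates.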
V1R ag counter – V1a receptor agonism, counter-screen for OXTR agonists; P37288; CHO-V1R cells, Fluo-8 calcium fluorescence, agonist mode; 0% DMSO, 100% 3 nM vasopressin; activation, % at 3 µM; 0.25% of 320,000 active; AID 2797;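 active = activation above the mean activation of all tested compounds plus 3 SD, per screening run, cut at about 20% in these data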;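 note: signal is peak over basal fluorescence ratio across a 100 second FLIPR read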
CHRM1 antagonist – antagonists of human M1 muscarinic receptor; CHO-K1 hM1, Fluo-8 calcium fluorescence, ACh EC80 antagonist; 1.3% of 360,000 active; P11229; inhibition, % at 3 µM; AID 588852;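 active = percent inhibition above its own plate's cutoff, namely the mean of that plate's compound wells plus 3 SD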;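 note: peak over basal fluorescence ratio during 140 s after agonist addition; 0% = ACh EC80 plus DMSO and 100% = DMSO alone without agonist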
TAAR1 agonist – human TAAR1 agonism; CHO RD-HGA16 TAAR1, Fluo-8 calcium fluorescence; vehicle wells 0%, saturating PEA agonist 100%; AID 624467; activation, % at 3 µM; Q96RJ0; 0.99% of 360,000 active;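 active = activation above the mean activation of all test compounds in the run plus 3 SD, cut at about 38% in these data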
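System: CHO-derived RD-HGA16 cells with stable Gα16 and human TAAR1. Times: 17-24 h plating, Fluo-8 75 min 37 °C, 30 min RT. Measured by: calcium-sensitive Fluo-8 signal, excitation 470-495, emission 515-575 nm. Read-out basis: % activation relative to PEA EC100 response. Control set: DMSO and PEA EC100. Repeats: no replicates (n 1).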
* = called active by the depositor; x = no result given.

SMILES	M1 PAM	OXTR ag	CHRM1 agonist	TAAR1 antag	OXTR potentiator	CHO parental Ca	V1R ag counter	CHRM1 antagonist	TAAR1 agonist
Cc1ccccc1OCC(=O)Nc1ccc(N2CCN(S(C)(=O)=O)CC2)cc1	4	2.2	1	-6	-8	0	3.5	0	13
CCc1ccc(NC(=O)NNC(=O)CCc2ccccc2)cc1	13	-0.8	0	-16	2	-4	-0.1	-14	2
CCCCN(C)c1c(C)nc2ccc(C(=O)N(CC)CCN(C)C)cn12	-18	x	-7	-11	x	x	x	22	0
Cc1cc(C)n(C(C)Sc2ccccc2)n1 (configuration not stated)	8	0.5	-7	15	14*	-16	0.3	-6	8
O=C(CNC(=O)C1CCCCC1)OC(C(=O)c1ccccc1)c1ccccc1 (configuration not stated)	0	-1.6	-4	2	-6	0	-0.5	-1	2
COC(=O)c1ccc(CSc2nnc(-c3c[nH]c4ccccc34)n2-c2ccccc2)cc1	-1	-1.2	-7	22	-7	9	0.0	8	2
COC(=O)c1nnn(-c2nonc2N)c1-c1cccs1	9	0.8	-5	-5	-5	1	1.1	-6	15
Cc1ccc(N(Cc2cc3cc(C)ccc3[nH]c2=O)C(=O)c2cccs2)cc1	-7	-1.1	-4	2	-12	-21	0.0	11	2
CC(C)(C)NC(=O)C(c1ccc(F)cc1)N(Cc1cccs1)C(=O)c1ccc(CN2CCOCC2)o1 (configuration not stated)	7	-1.8	-4	-11	-12	-18	-0.6	0	14
COC(=O)/C(=C(O)\C=C\c1ccccc1[N+](=O)[O-])c1nc2ccccc2[nH]1	-5	-1.4	-12	14	-2	-12	0.1	-3	-3
O=C(NC1CCC(O)CC1)c1cc(Cl)c2c(c1)OCCO2 (configuration not stated)	1	0.5	-2	-3	7	-15	0.4	-6	1
CCc1c(C)nc2ncnn2c1N1CCC(C(=O)NCc2cccs2)CC1	4	-1.9	-4	16	-1	-14	-0.6	7	5
COc1ccccc1OCCC(=O)OCC(=O)NC(=O)NC(C)(C)C	2	5.6	0	8	-12	-13	4.1	-6	3
CCOc1cc(NC(=O)c2ccco2)c(OCC)cc1NC(=O)COc1ccccc1	1	-0.7	-3	11	-11	-20	-0.7	4	1
Cc1nc(C(F)(F)F)ccc1C(=O)N1CCC1(C)C(=O)NS(=O)(=O)c1ccc(C(C)(C)C)cc1 (configuration not stated)	8	x	-4	-16	x	x	x	-5	6
Cc1ccc(-c2nc(-c3nccc4ccccc34)oc2-c2ccccc2)cc1	0	0.1	-2	-27	-8	-22	0.4	3	-2
CCOC(=O)c1ccc(CSc2nncn2N)o1	5	-0.1	-6	-1	-16	-16	0.7	-6	1
Brc1ccc(-c2csc(Nc3nc(-c4ccc(Br)cc4)cs3)n2)cc1	7	0.2	-2	-9	-8	6	1.0	-15	-1
O=C(NC1CCCC1)c1cc2nc(-c3ccco3)cc(C(F)(F)F)n2n1	6	-0.4	-2	1	-4	-4	2.4	-13	0
O=C(O)c1ccc(F)c(S(=O)(=O)Nc2ccccc2)c1	11	0.5	-3	5	-1	14	-0.1	-9	7
COc1ccc(CC(=O)NCCN2CCCC2)cc1	5	0.2	-4	-15	-7	-2	0.7	-11	5
Cn1c(-c2ccc3ccccc3n2)[n+](C)c2ccccc21	2	-1.1	-6	-28	-11	14	0.1	3	1
O=C(CSc1ccc(Cl)cc1)N/N=C/c1ccc([N+](=O)[O-])o1	7	1.8	-3	-2	-19	-7	5.2	-5	7
COc1ccc(OC)c(CN2CCN(C(=O)CN3C(=O)NC4(CCCC4)C3=O)CC2)c1	-2	-0.3	-3	2	6	-12	-0.4	-4	0
CCn1cc(C(=O)Nc2ccc(F)c(F)c2)cn1	13	0.5	1	5	-2	-9	0.5	-16	-2

Some of these compounds in order of molecular weight, highest first:
SMILES	M1 PAM	OXTR ag	CHRM1 agonist	TAAR1 antag	OXTR potentiator	CHO parental Ca	V1R ag counter	CHRM1 antagonist	TAAR1 agonist
Cc1nc(C(F)(F)F)ccc1C(=O)N1CCC1(C)C(=O)NS(=O)(=O)c1ccc(C(C)(C)C)cc1 (configuration not stated)	8	x	-4	-16	x	x	x	-5	6
COC(=O)c1ccc(CSc2nnc(-c3c[nH]c4ccccc34)n2-c2ccccc2)cc1	-1	-1.2	-7	22	-7	9	0.0	8	2
Cc1ccc(N(Cc2cc3cc(C)ccc3[nH]c2=O)C(=O)c2cccs2)cc1	-7	-1.1	-4	2	-12	-21	0.0	11	2
COc1ccccc1OCCC(=O)OCC(=O)NC(=O)NC(C)(C)C	2	5.6	0	8	-12	-13	4.1	-6	3
COC(=O)c1nnn(-c2nonc2N)c1-c1cccs1	9	0.8	-5	-5	-5	1	1.1	-6	15

The list continues:
SMILES	M1 PAM	OXTR ag	CHRM1 agonist	TAAR1 antag	OXTR potentiator	CHO parental Ca	V1R ag counter	CHRM1 antagonist	TAAR1 agonist
CCc1ccccc1N1C(=O)C2CC=CCC2C1=O (configuration not stated)	4	0.5	-1	29	-1	0	-0.8	0	4
O=C(CSc1ncn[nH]1)Nc1ccc2c(c1)CCC2	6	1.2	-5	7	-1	-5	0.9	0	5
Cn1cnc(S(=O)(=O)Nc2ccc(OC(F)F)cc2)c1	0	-1.9	-3	-32	-5	-5	0.2	-5	8
COc1ccc(CNC(=O)CN(C)S(=O)(=O)c2ccc3c(c2)n(C)c(=O)c(=O)n3C)cc1	-6	0.1	-2	-15	1	-7	0.3	17	1
Cc1sc2nc(SCc3ccc(C(=O)O)cc3)n(Cc3ccco3)c(=O)c2c1C	8	-0.2	-3	-65	-2	-1	0.5	-7	-3
CC1C(=O)N2CCCc3cc(NC(=O)C(=O)NCc4ccccn4)cc1c32 (configuration not stated)	0	1.3	-3	-11	-2	-10	-1.2	-2	1
Cc1nc([N+](=O)[O-])cn1-c1nc2ccccn2c1[N+](=O)[O-]	8	0.1	-3	-4	-3	-3	-1.4	-6	2
COC(=O)c1ccc(C(=O)OC)nc1	12	-0.2	-4	-9	-4	-7	0.1	-15	1
CN1C(=O)C(CC(=O)Nc2ccc3c(c2)Cc2ccccc2-3)N(C)C1=O (configuration not stated)	5	2.6	-4	5	-16	-10	2.2	-22	3
COc1cc(-n2c(=O)c3ccccc3n(Cc3cccnc3)c2=O)cc(OC)c1OC	2	0.1	-2	-17	-11	4	0.9	-1	11
CCc1nc2ccc(C(=O)N(CC)CCN(C)C)cn2c1N(C)Cc1nccs1	1	x	-9	3	x	x	x	-5	2
CCOCCCNC(=S)N1CCCN(c2nc3cc(C)c(C)cc3cc2C#N)CC1	-7	-2.6	-5	15	-13	-15	-0.8	22	-2
Clc1ccccc1C1=Nn2c(nnc2-c2ccncc2)SC1	-1	-0.3	-4	-7	-8	-12	-0.3	-3	5
COc1ccc(CCNC(=O)c2cc(=O)c3ccc(C)cc3o2)cc1OC	8	5.3	-1	19	-8	-6	4.9	-13	12
O=C(CCc1ccccc1)NCC(=O)N/N=C/c1ccc2c(c1)OCO2	-2	-1.9	-5	-4	-9	-2	-0.4	-2	1
CCC(C)N(C(=O)COC(=O)CNC(=O)c1ccccc1F)C1CCS(=O)(=O)C1 (configuration not stated)	9	0.0	-8	0	-12	1	0.3	-4	5
COCCCNC(=O)CN1CCN(Cc2ccccc2Cl)C1=O	-5	-0.2	-2	8	-7	-13	-0.2	8	2
CN(CC(=O)Nc1ccccc1Br)C(=O)CN(C)C1CCCCC1	7	0.8	-7	-18	-5	3	0.2	-10	-1
Cc1nnc(SCc2cccc(CSc3nnc(C)s3)c2)s1	-1	0.3	-6	7	2	-18	1.1	-2	2
CCCCCC(=O)N/N=C(\C)c1ccc(NC(=O)c2ccco2)cc1	12	-1.3	-4	-22	-10	-7	-0.5	-18	0
CC(=O)Nc1nc(COc2ccc3ccccc3c2)cs1	-7	14	1	35	-11	7	8.5	15	38*
CCOC(=O)Cc1cc(=O)c2c(=O)n(-c3ccccc3)[nH]c2[nH]1	-2	1.6	-2	-6	5	-3	0.9	1	6
CCCCCCCNC(=O)C1CC(=O)N(C)C(=Nc2ccc(OC)cc2)S1 (configuration not stated)	0	-2.4	-7	-39	6	-29	-0.8	6	-4
Cc1cccc(NC(=O)C(C)Sc2ncnc3sccc23)c1 (configuration not stated)	-9	x	-4	-6	x	x	x	-5	-1
CSc1nnc(CCCCCCCCc2nnc(SC)o2)o1	-3	-0.4	-1	-38	3	-16	0.8	3	1

Going on with the list.
SMILES	M1 PAM	OXTR ag	CHRM1 agonist	TAAR1 antag	OXTR potentiator	CHO parental Ca	V1R ag counter	CHRM1 antagonist	TAAR1 agonist
OCC1(CCc2ccccc2)CCN(Cc2cccn2-c2cccnc2)CC1	5	0.0	-14	17	-6	-14	0.3	-4	4
CCOC(=O)C1CCCN(C(=O)c2csc(-c3ccc4c(c3)CCO4)n2)C1 (configuration not stated)	3	-3.1	0	-37	2	-15	0.1	-11	1
COc1ccc(Cl)cc1C(=O)NCCN1CCOCC1	2	0.7	0	-28	4	-1	-0.4	-8	0
COc1ccc(-n2c(N)c(C(=O)NCc3ccco3)c3nc4ccccc4nc32)cc1	1	4.7	-2	16	-11	-9	1.0	-2	3
COC(=O)c1ccccc1NC(=O)CN1CCN(Cc2ccccc2)CC1	-4	-1.8	-11	-10	-8	-11	-1.1	-7	2
CN(C(=O)c1cccc(S(=O)(=O)N2CCCC2)c1)C1CCCCC1	4	1.0	-6	-5	-6	-5	0.3	-8	7
O=C(c1ccccc1)N(Cc1cccc(Br)c1)C1CCS(=O)(=O)C1 (configuration not stated)	3	-1.1	-2	-12	-4	-10	0.1	1	-2
Cc1ccc(C(=O)CSc2nc(C)cc(SCc3nnc(-c4ccccc4)o3)n2)cc1	6	-1.6	-2	20	-12	-20	-0.1	-6	0
O=C(NCc1nnc(SCC(=O)N2CCCCC2)o1)c1ccc(F)cc1	3	-0.2	-1	1	-4	-14	-0.9	0	0
O=C(NCCCn1ccnc1)C(=O)NCC1OCCCN1S(=O)(=O)c1ccc(Cl)cc1 (configuration not stated)	11	-0.6	-6	-6	-9	-8	-0.5	-12	2
NC(=O)c1c(NC(=O)C(=O)N2CCOCC2)sc2c1CCC2	9	0.2	2	2	-2	-3	-0.6	-3	0
O=C(CCCCCNC(=O)c1ccccc1)N/N=C/c1ccc(O)cc1O	9	-0.8	-5	-10	-4	-14	-0.6	-3	2
COc1cccc(OC)c1C(=O)Nc1cccc(C(C)=O)c1	9	0.4	-1	0	-3	-2	1.1	-12	0
COc1ccc(Cl)cc1NC(=O)c1noc2c1CCCC2	2	-0.4	-3	-21	0	-31	-1.0	4	-2
C=CCNC(=O)c1onc(CSc2cccc(OC)c2)c1C(=O)NCC=C	-1	-1.1	-3	6	1	-21	0.4	-3	4
